High-throughput results deposited in PubChem by National Center for Advancing Translational Sciences (NCATS).
HCMV inh: qHTS Assay for inhibitors of the human cytomegalovirus (HCMV); HFF cells, HCMV-luciferase reporter, 72 h; stronger effect = lower value; activity change, negative = inhibition, % at 57.5 µM; 410,000 compounds, 4.5% hits; in the data active means activity change below about -60%; inconclusive means no clear call, values can overlap the other calls; inactive means above about -39%
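Steps: HFFs plated, 16 h 37C; compounds added; HCMV-luciferase added to MOI 1 PFU/cell; 72 h 37C; OneGlo reagent, 5 min room temperature; luminescence read, normalized to controls.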
Sm TGR inh: qHTS Assay for the Inhibitors of Schistosoma Mansoni Peroxiredoxins. Schistosoma mansoni thioredoxin glutathione reductase (TGR), Q962Y6. purified TGR, DTNB reduction, TNB absorbance 405 nm. Potency, µM (highest dose often 114 µM), for the others: at the highest dose activity change, negative = inhibition, actives largely listed as inhibitors. 360,000 compounds, 3% hits. AID 485364, 2010; further: potency means the concentration at half of the fitted maximal effect; nearly all actives have a fitted effect of over 60% in size
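TGR 20 nM + NADPH 100 uM (dispensed conc.), cpd preinc 15 min RT; start with NADPH (500 uM addition) then DTNB (15 mM addition). Kinetic TNB absorbance, 405 nm filter. Four-parameter Hill fit across titration.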
LmPK inh: qHTS Assay for Inhibitors of Leishmania Mexicana Pyruvate Kinase (LmPK); purified LmPK, Kinase-Glo ATP luminescence, 1 h; Q27686; Potency, µM (top dose mostly 57.5 µM), for inactives: at the highest dose activity change, negative = inhibition, hits mostly inhibitors; AID 1721, 2009; 290,000 compounds, 0.37% hits; further: potency means the concentration at half of the fitted maximal effect
Target sequence (Q27686 whole entry, looked up): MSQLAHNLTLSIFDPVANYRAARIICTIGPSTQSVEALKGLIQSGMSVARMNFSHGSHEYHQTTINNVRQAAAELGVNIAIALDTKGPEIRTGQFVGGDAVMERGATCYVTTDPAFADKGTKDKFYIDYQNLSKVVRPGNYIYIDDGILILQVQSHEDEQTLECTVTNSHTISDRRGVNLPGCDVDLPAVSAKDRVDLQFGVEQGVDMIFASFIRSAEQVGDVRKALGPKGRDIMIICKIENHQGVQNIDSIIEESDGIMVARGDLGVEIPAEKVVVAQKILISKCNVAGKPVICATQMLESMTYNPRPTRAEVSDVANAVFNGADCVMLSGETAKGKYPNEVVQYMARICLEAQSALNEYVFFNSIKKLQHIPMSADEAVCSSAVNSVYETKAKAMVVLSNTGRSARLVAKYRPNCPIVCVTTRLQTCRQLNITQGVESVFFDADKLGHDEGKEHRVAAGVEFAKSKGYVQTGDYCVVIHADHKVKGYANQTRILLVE
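In 50 mM imidazole pH 7.2 with 7 mM MgCl2, LmPK (0.1 nM) turned over PEP (0.5 mM) and ADP (0.1 mM) for 1 h at room temperature. Luciferase read-out of ATP.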
AmpC no deterg: qHTS Inhibitors of AmpC Beta-Lactamase (assay without detergent); P00811; AmpC nitrocefin hydrolysis, absorbance 480 nm, 0.0001% Triton; Potency, µM (titrated, usually from 57.1 µM), without a hit: top-dose activity change, negative = inhibition, most hits filed as inhibitors; 330,000 compounds, 0.52% hits; AID 485341, 2010;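 further: potency means the concentration at half of the fitted maximal effect; plate controls were no compound for no effect and no enzyme for full effect; nearly all actives have a fitted effect of over 20% in size; some results filed as inactive show a strong effect at the top dose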
Target sequence (P00811 whole entry, looked up): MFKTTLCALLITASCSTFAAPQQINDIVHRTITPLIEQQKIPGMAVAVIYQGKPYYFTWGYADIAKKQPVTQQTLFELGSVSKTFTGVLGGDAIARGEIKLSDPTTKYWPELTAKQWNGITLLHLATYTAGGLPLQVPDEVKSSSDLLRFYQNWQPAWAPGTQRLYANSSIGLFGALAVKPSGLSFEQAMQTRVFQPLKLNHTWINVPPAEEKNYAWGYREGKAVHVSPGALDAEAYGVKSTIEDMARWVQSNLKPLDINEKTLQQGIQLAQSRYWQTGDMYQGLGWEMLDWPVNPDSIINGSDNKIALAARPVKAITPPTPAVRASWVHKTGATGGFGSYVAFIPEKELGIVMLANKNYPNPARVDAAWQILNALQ
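20 mM phosphate pH 7.0 + 0.01% (detergent screen) or 0.0001% Triton X-100; 5.3 nM AmpC reagent; cpd preinc 15 min RT; nitrocefin (800 uM stock) to start; A480 q20 s × 4 min; Activity was normalised to no-enzyme and no-compound control wells.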
Tb PYK inh: qHTS of Trypanosoma Brucei Inhibitors. pyruvate kinase (Trypanosoma brucei), Q57TT1. TbPYK enzyme, Kinase-Glo Plus ATP luminescence, 45 min. Potency, µM (highest dose often 76.8 µM), without a hit: top-dose activity, negative = inhibition, most hits filed as inhibitors. 410,000 compounds, 0.12% hits. AID 624173, 2012; further: potency means the concentration at half of the fitted maximal effect; nearly all actives have a fitted effect of over 50% in size
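Readout: single end-point luminescence (Kinase-Glo Plus, 10 min). Reaction conditions were TbPYK/substrate plus 130 uM ADP, 45 min at RT, pH 7.2 TEA buffer. No-enzyme wells served as controls, and data were normalized before concentration-response fitting.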
AMA1 RON2 block: qHTS for Inhibitors of AMA1-RON; Towards Development of Antimalarial Drug Lead: Primary Screen; Plasmodium falciparum AMA1 (3D7) - RON2 peptide interaction; Potency, µM (highest dose often 58.2 µM), without a hit: top-dose activity change, negative = inhibition, actives largely listed as inhibitors; 360,000 compounds, 0.2% hits; AlphaScreen AMA1-biotinylated RON2 peptide binding;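 further: potency means the concentration at half of the fitted maximal effect; 0% = vehicle wells and -100% = peptide control; nearly all actives have a fitted effect of over 45% in size; some results filed as inactive show a strong effect at the top dose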
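AMA1 (3D7) with his tag at 25 nM final met compounds first, then biotinylated RON2 peptide at 25 nM; detection used donor plus acceptor beads, 10 µg/mL apiece, read by AlphaScreen after 30 min at room temperature.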
AmpC inh detg: qHTS Inhibitors of AmpC Beta-Lactamase (assay with detergent) | P00811 | AmpC hydrolysis of nitrocefin, absorbance 480 nm, 0.01% Triton | Potency, µM (top dose mostly 114 µM), inactives show at the top dose activity change, negative = inhibition, most hits filed as inhibitors | 370,000 compounds, 0.041% hits;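 further: potency means the concentration at half of the fitted maximal effect; 0% = no-compound wells and -100% = no-enzyme wells; nearly all actives have a fitted effect of over 25% in size; some results filed as inactive show a strong effect at the top dose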
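20 mM phosphate pH 7.0 + 0.01% (detergent screen) or 0.0001% Triton X-100; 5.3 nM AmpC reagent; cpd preinc 15 min RT; nitrocefin (800 uM stock) to start; A480 q20 s × 4 min; Activity was normalised to no-enzyme and no-compound control wells.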
* hit, by the source's call; ? = inconclusive; · = no result given; & = joins results of further samples; [ ] = dose if it differs, or a comment. Unless noted, the call rests on the fitted dose curve; in most records, active means well fitted curve in the direction sought with a large enough effect; inconclusive means small, poorly fitted or top-dose-only effect, or another doubt; inactive means no such curve, though single readings can be large; an effect the other way counts as inactive or inconclusive. Unless noted, on the % scale 0 is the no-effect control and ±100 the full control effect. Rows were taken by chance. About 7.4% of those tested had a hit in this group.

Under each structure: HCMV inh, Sm TGR inh, LmPK inh, AmpC no deterg, Tb PYK inh, AMA1 RON2 block, AmpC inh detg
1) Cc1ccc(NC(=O)C2CCN(S(=O)(=O)c3ccc4c(c3)OCCO4)CC2)c(O)c1
    3, -5%, ·, -26%, 3%, -13%, -7%
2) CCc1nnc(NC(=O)c2ccc3ccccc3n2)s1
    37, 17%, -19%, 42%, -15%, 88%[activator], -3%
3) COc1ccc(CCN2C(=O)C3C4CC(C5C(C(=O)O)=NOC45)C3C2=O)cc1OC (stereo unspecified)
    -4, 19%, -15%, -25%, -1%, -14%, 9%
4) CCN(C(=O)c1cccc(NC(=O)c2ccccc2)c1)C1CCCCC1
    -37, -4%, 1%, -5%, 10%, 4%, -10%
5) Cc1ccc(S(=O)(=O)NCC(=O)NCC(=O)N(C)Cc2ccc(Br)s2)cc1C
    -25, ·, ·, ·, -14%, -1%, ·
6) CCCn1c(SCC(=O)Nc2nc(C)cs2)nnc1-c1cccnc1
    -9, -23%, -1%, -7%, -7%, -5%, -6%
7) O=c1cc(CSc2nnnn2-c2ccccc2)nc2nc[nH]n12
    45, -1%, 12%, -23%, 1%, -2%, -14%
8) CCN1CCN(C(=O)C(C)N(c2ccc(C)cc2)S(C)(=O)=O)CC1 (stereo unspecified)
    ?, -4%, -3%, -18%, -2%, 0%, -16%
9) CCc1nnc(SCc2c(F)cccc2Cl)c2cc3sccc3n12
    -67*, -1%, ·, ·, 5%, ·, 21%
10) O=C(COC(=O)c1ccco1)Nc1cc(S(=O)(=O)N2CCCCC2)ccc1Cl
    39, ·, ·, -57%, -3%, -9%, ·
11) NC(=O)c1ccc(-c2nnn(CC(=O)N(C3CCCC3)C3CCS(=O)(=O)C3)n2)cc1 (stereo unspecified)
    0, -2%, ·, -5%, 1%, -2%, -13%
12) CN1C(=O)NC2(O)C(=O)c3ccccc3C12O (stereo unspecified)
    3, -1%, -2%, -9%, ?, -9%, -1%
13) CCOc1ccc2[nH]c(=O)c(CN(Cc3ccco3)Cc3nnnn3Cc3ccccc3)cc2c1
    -23, 22µM*, -1%, -7%, 3%, 48%[activator], 8%
14) CC(C)NC(=O)N(C)C[C@H]1Oc2c(NC(=O)C3CCCCC3)cccc2C(=O)N([C@H](C)CO)C[C@@H]1C
    19, ·, ·, 5%, -1%, 13%, ·
15) O=C(CCCc1ccccc1)NCCc1ccccc1
    34, -1%, -1%, -8%, -3%, -3%, 0%
16) Cc1noc(C)c1C(=O)NCC1COc2ccccc2O1 (stereo unspecified)
    -11, 15%, ·, 3%, -4%, 12%, -5%
17) COc1cc(C=O)ccc1OCC(=O)Nc1ccccc1N1CCOCC1
    94, -9%, -2%, 42%, 1%, 18%, 7%
18) CN(Cc1nccn1C)C(=O)CC1C(=O)NCCN1Cc1ccccc1C(F)(F)F (stereo unspecified)
    0, -27%, -2%, 4%, -2%, 28%, 1%
19) Cc1cc(C)cc(NC(=O)CCc2nc3ccccc3[nH]2)c1
    1, -18%, 6%, -12%, -3%, -4%, -11%
20) CCc1cccc(CC)c1NC(=O)CN(C)S(=O)(=O)c1ccc2c(c1)n(C)c(=O)c(=O)n2C
    -8, -1%, ·, ·, -8%, ·, 5%
21) Cc1ccc(CNC(=O)Cn2nnc(C(=O)Nc3cccc(C)c3C)c2N)cc1
    ?, -2%, 2%, -16%, 0%, -5%, 0%
22) Fc1ccc(-c2cc3nc(-c4ccccc4)cc(N4CCOCC4)n3n2)cc1
    -15, -8%, 5%, -10%, 4%, 6%, -13%
23) CCN(CC)CCCNC(=O)c1c(C)oc2ncnc(N3CCOCC3)c12
    27, 4%, ·, ·, -1%, ·, 0%
24) CCNc1nc(NCC)nc(N/N=C/c2ccc(N(C)C)cc2)n1
    -33, 2%, -2%, -26%, -12%, 1%, 6%
25) CCCCC#Cc1ccc(C(=O)NNC(=O)Nc2ccccc2)o1
    0, -10%, -4%, -45%, -2%, 71%[activator], 2%
26) COc1ccc(Cl)c(Cn2c(NCCCO)nc3c2c(=O)n(C)c(=O)n3C)c1
    -2, 0%, -3%, -1%, -9%, -3%, -7%
27) CCS(=O)(=O)Nc1cccc(-c2ccc3nnc(C)n3n2)c1
    209, -1%, 2%, -9%, ·, ·, 0%
28) N#Cc1ccsc1NC(=O)COC(=O)c1cc(Br)ccc1O
    16, 0%, 4%, -50%, 6%, -13%, 5%
29) CCOc1ccc(CCNC(=O)CSc2cc(=O)n(C)c3ccc(Cl)cc23)cc1OCC
    5&-34, -12%&5%, 3%, 63%[activator], 1%&-14%, ?, 0%&-3%
30) C=CCOc1ccc(Br)cc1CNCCO
    -15, 14%, 3%, -3%, -20%, 0%, 0%

Three entries already listed, sorted by heavy-atom count, low to high:
Under each structure: HCMV inh, Sm TGR inh, LmPK inh, AmpC no deterg, Tb PYK inh, AMA1 RON2 block, AmpC inh detg
15) O=C(CCCc1ccccc1)NCCc1ccccc1
    34, -1%, -1%, -8%, -3%, -3%, 0%
27) CCS(=O)(=O)Nc1cccc(-c2ccc3nnc(C)n3n2)c1
    209, -1%, 2%, -9%, ·, ·, 0%
14) CC(C)NC(=O)N(C)C[C@H]1Oc2c(NC(=O)C3CCCCC3)cccc2C(=O)N([C@H](C)CO)C[C@@H]1C
    19, ·, ·, 5%, -1%, 13%, ·

Other results follow:
item	Compound	HCMV inh	Sm TGR inh	LmPK inh	AmpC no deterg	Tb PYK inh	AMA1 RON2 block	AmpC inh detg
31	CCOC(=O)c1ccc(NS(=O)(=O)c2ccc3oc(=O)[nH]c3c2)cc1	-5	4%	-2%	-38%	-8%	-5%	-1%
32	O=C(NCc1ccccn1)c1ccc(Cl)c(S(=O)(=O)NCc2ccccc2)c1	-15	-22%	·	-18%	-1%	77%[activator]	0%
33	O=C(NCc1cn2ccsc2n1)c1cccc(C(F)(F)F)c1	-25	2%	2%	-15%	-6%	-8%	-6%
34	C#CCOCCOCCOCCNc1nc(N2CCN(C(=O)Cn3cc(CC(C)O)nn3)CC2)nc(N2CCN(C(=O)[C@H](CCCCN)n3cc(CCC(=O)O)nn3)CC2)n1 (stereo partly specified)	7	-4%	-4%	189%[activator]	-1%	-4%	-14%
35	Cc1[nH]n(-c2ccc([N+](=O)[O-])cc2)c(=O)c1C=NCCN1CCN(C(=O)c2cccc(F)c2)CC1	44	-2%	?	6%	-7%	36%[activator]	-6%
36	CCc1ccc2nc(-c3cccc(C)c3)nc(SCC(=O)NCC3CCCO3)c2c1 (stereo unspecified)	-16	-1%	2%	-13%	5%	-16%	-7%
37	c1ccc(CCNc2ccc3ncc(-c4cccc5ccccc45)n3n2)nc1	-35	·	·	·	-9%	-2%	·
38	CCOC(=O)CSc1nnc(CSc2nc3ccccc3c(=O)[nH]2)n1-c1ccccc1	2	3%	-14%	1%	-2%	42%[activator]	-1%
39	COc1ccc(C(=O)N2CCCC(c3cc(C(=O)Nc4ccccc4)no3)C2)cc1 (stereo unspecified)	-73*	·	·	·	0%	4%	·
40	CCS(=O)(=O)Nc1c(C)n(C)n(-c2ccccc2)c1=O	-29	6%	1%	1%	-4%	4%	-1%
41	Cc1ccc(N(CC(=O)Nc2ccc(S(=O)(=O)N3CCOCC3)cc2)S(C)(=O)=O)cc1C	20	-3%	6%	23%	0%	-8%	-10%
42	CCOC(=O)c1[nH]c(C)c(C(=O)NC2CCCCCC2)c1C	-14	-17%	-1%	-19%	9%	10%	2%
43	COc1ccc(N2CCN(C(=O)c3ccc(NS(=O)(=O)c4ccccc4)cc3)CC2)cc1	-34	-9%	0%	-8%	1%	-5%	-4%
44	CCOC(=O)C1=C(CSc2nc(C)cc(C)c2C#N)OC(N)=C(C#N)C1c1ccccc1 (stereo unspecified)	-11	-10%	3%	-15%	-20%	-1%	-9%
45	N#Cc1c(N(CCO)CCO)nc(N)c2c(N)nc3c(c12)CC(=O)N3CC1CCCO1 (stereo unspecified)	-23	-10%	3%	97%[activator]	-24%	2%	-2%
46	O=C(CCn1ccc([N+](=O)[O-])n1)Nc1nccs1	?	·	-1%	-19%	-3%	-11%	-6%
47	COC(=O)c1ccc(CNC(=O)CC[C@H]2O[C@@H](n3cc(C)c(=O)[nH]c3=O)C[C@@H]2O)cc1	-8	·	·	·	-1%	20%	·
48	CCCC1=C(C(=O)OCC)C(/C=C/c2ccccc2)n2ncnc2N1 (stereo unspecified)	70	-24%	0%	-9%	3%	-8%	3%
49	COc1ccccc1CN1CCNC(=O)C1CC(=O)O (stereo unspecified)	-13	79µM*	7%	11%	2%	0%	-7%
50	CCc1cc(C(=O)N2CCOCC2)c(NC2=NS(=O)(=O)c3ccccc32)s1	-6	-30%	2%	-12%	-6%	5%	-17%
51	CC(=O)N1CCN(c2nc(N)c(C#N)c(CC#N)c2C#N)CC1	-15	8%	-1%	15%	-6%	7%	6%
52	Cc1cc(NCc2ccco2)n2ncnc2n1	-11	4%	2%	-23%	-8%	15%	1%

Reformatted: results already given.
43. COc1ccc(N2CCN(C(=O)c3ccc(NS(=O)(=O)c4ccccc4)cc3)CC2)cc1
- HCMV inh = -34
- Sm TGR inh = -9%
- LmPK inh = 0%
- AmpC no deterg = -8%
- Tb PYK inh = 1%
- AMA1 RON2 block = -5%
- AmpC inh detg = -4%

44. CCOC(=O)C1=C(CSc2nc(C)cc(C)c2C#N)OC(N)=C(C#N)C1c1ccccc1 (stereo unspecified)
- HCMV inh = -11
- Sm TGR inh = -10%
- LmPK inh = 3%
- AmpC no deterg = -15%
- Tb PYK inh = -20%
- AMA1 RON2 block = -1%
- AmpC inh detg = -9%
